RGS4 pot = RGS4 potentiation or activation; 310,000 tested, 0.92% active; B-score at 10 µM; HEK293 M3R/inducible RGS4, carbachol calcium flux Fluo4; stronger effect = lower value; AID 463111;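 active means B-score of the integrated calcium signal more than 4 SD below the library mean, with starting fluorescence not abnormally high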;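 further: negative B-score means reduced calcium response which marks RGS4 activation or potentiation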
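System: HEK293 FlpIn-TREx cells, stable M3R, doxycycline-inducible RGS4. Timing: overnight RGS4 induction, 30 min dye load 37 °C, 20 min compound RT. Also added: carbachol, ECmax concentration. Measured by: Fluo4 fluorescence kinetic imaging of calcium. Evaluation: integrated calcium ratio converted to B score.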
KCNQ1 inh = blocks the human KCNQ1 potassium channel. CHO-K1 KCNQ1, FluxOR thallium flux fluorescence; stronger effect = higher value. AID 2642. B-score at 10 µM. 310,000 tested, 1.3% active;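 active means compounds whose thallium flux B-score, printed positive for inhibition, exceeds three library SD while starting fluorescence stays within three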;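 further: channel opened by potassium depolarization with thallium stimulus after 20 min compound exposure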
Target sequence (P51787 whole entry, looked up): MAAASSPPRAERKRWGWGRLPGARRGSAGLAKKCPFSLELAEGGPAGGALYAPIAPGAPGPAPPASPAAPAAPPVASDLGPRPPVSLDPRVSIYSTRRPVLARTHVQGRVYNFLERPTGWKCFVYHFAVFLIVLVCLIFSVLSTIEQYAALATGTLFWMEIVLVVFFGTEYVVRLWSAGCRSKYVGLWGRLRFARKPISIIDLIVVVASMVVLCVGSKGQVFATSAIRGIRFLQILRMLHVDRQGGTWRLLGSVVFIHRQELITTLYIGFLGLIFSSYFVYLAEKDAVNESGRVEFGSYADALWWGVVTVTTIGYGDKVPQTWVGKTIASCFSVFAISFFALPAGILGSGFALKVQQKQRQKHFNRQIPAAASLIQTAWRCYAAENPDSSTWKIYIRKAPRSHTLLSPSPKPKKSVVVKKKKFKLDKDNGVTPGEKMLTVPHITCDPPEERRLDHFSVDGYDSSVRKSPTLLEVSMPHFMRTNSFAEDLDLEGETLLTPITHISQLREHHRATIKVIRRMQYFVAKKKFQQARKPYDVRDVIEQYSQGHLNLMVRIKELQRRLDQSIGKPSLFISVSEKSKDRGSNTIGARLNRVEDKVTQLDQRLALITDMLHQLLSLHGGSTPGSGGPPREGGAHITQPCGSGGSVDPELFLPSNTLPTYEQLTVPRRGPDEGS
HDAC3 inhib = inhibitors of human histone deacetylase 3 | O15379 | recombinant HDAC3, fluorogenic peptide/trypsin coupled, fluorescence | inhibition, % at 8.3 µM | 320,000 tested, 0.15% active | AID 2718; in the data active means inhibition above about 26%, passing the limit was not always enough; inconclusive means no clear call, values can overlap the other calls
KCNK9 inh = inhibitors of human KCNK9 two-pore domain potassium channel; Q9NPC2; AID 488922; 310,000 tested, 1.2% active; B-score at 10 µM; HEK293 KCNK9, FluxOR thallium flux fluorescence; stronger effect = lower value;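 active means ratio B-score over 3 SD below the library mean, with starting fluorescence within 5 SD of its mean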;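 further: negative B-score means less thallium flux so channel inhibition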
KCNQ1 act = human KCNQ1 channel potentiation or activation; P51787; CHO-K1 KCNQ1, thallium flux FluxOR fluorescence; stronger effect = higher value; B-score at 10 µM; 310,000 tested, 0.35% active;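 active means fluorescence ratio B-score, a plate-corrected score, at least three library SD, with initial intensity B-score within 5 SD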
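assay system = KCNQ1-transfected CHO-K1 cells | medium = assay buffer with matched DMSO | probe or stimulus = depolarizing K+/Tl+ stimulus, K2SO4 and Tl2SO4 each 12.5 mM in 5x stock | dosing = single dose | incubation = dye 90 min, compound 20 min, room temperature | detection = kinetic FluxOR fluorescence, 10 s baseline plus 110 s post-stimulus | evaluation = ratio B score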
Dyrk1A ADPGlo = blocks rat Dyrk1A kinase activity | 310,000 tested, 0.43% active | ADP-Glo luminescence, NFATc1 peptide | inhibition, % at 12.5 µM | Q63470; in the data active means inhibition above about 50%;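 further: plate controls were vehicle with enzyme for no effect and no enzyme for full effect; many of its hits are not listed in these tables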
GSK3 alpha inh = inhibitors of human GSK-3 alpha kinase; P49840; ADP-Glo luminescence, 60 min; inhibition, % at 10 µM; 320,000 tested, 0.1% active;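 in the data active means inhibition above about 50%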;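 further: GST-tagged GSK-3 alpha with peptide substrate and 25 µM ATP; 0% = DMSO neutral wells and 100% = GW8510 positive control wells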
GSK3beta inhib = human GSK3beta kinase inhibition. P49841. GST-GSK3beta kinase, ADP-Glo luminescence, 60 min; stronger effect = lower value. activity score (negative = inhibition), % at 10 µM. 300,000 tested, 0.038% active. AID 2097;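 active means more than half of replicate wells score below -50%, meaning over 50% inhibition versus plate controls; inconclusive means some replicates but at most half score below -50%; inactive means no replicate scores below -50%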;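 further: 0% = median DMSO wells and -100% = median GW8510 positive control wells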
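Test system: GST-tagged human GSK3beta kinase, cell-free; evaluation: activity score scaled between in-plate DMSO and GW8510 controls; measured by: ADP-Glo luminescence; incubation: 60 min reaction, RT; benchmarks: DMSO and 20 µM GW8510; reagent: peptide substrate plus 25 µM ATP (final); medium: Tris/MgCl2 kinase buffer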
KCNK3 block = human KCNK3 channel inhibition, primary screen; O14649; CHO-KCNK3 thallium flux, FluxOR fluorescence; stronger effect = lower value; B-score at 10 µM; 340,000 tested, 0.84% active;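 active means B-score under library mean minus 4 SD, starting fluorescence ratio at most library mean plus 5 SD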;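 further: more negative B-score means stronger inhibition of thallium flux through KCNK3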
Target sequence (O14649 whole entry, looked up): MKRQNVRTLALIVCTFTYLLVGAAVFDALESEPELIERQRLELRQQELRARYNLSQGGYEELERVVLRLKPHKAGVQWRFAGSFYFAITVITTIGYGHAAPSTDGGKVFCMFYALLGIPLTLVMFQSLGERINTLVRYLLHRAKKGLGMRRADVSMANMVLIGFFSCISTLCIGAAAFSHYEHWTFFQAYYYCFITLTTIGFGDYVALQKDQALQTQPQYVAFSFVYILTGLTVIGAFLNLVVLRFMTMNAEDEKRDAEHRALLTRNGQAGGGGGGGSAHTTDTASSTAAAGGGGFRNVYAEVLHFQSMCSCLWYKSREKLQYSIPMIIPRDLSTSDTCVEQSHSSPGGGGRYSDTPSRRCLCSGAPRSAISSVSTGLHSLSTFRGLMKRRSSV
hERG protect = hERG (human) protection from proarrhythmic block | CHO-hERG, FluxOR thallium flux, dofetilide IC70 present | activation (rescue from dofetilide block), less the hit threshold, % at 10 µM | 310,000 tested, 0.51% active;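 active means activation above the mean of controls blocked by dofetilide plus 5 SD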;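 further: thallium influx through hERG after potassium depolarization seen as dye fluorescence rise; in these data hits start at about 4.7%; inactives centre near -7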
PolyA inhibitor = blocks polyadenylation in yeast reporter cells. S. cerevisiae SKY197-pL101 polyadenylation reporter, beta-gal luminescence; efflux-impaired pdr1/pdr3 knockout yeast; score 100 = 6 SD above DMSO. calls only at 12 µM. 300,000 tested, 0.02% active. AID 1875;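 active means lowest replicate activity score at least 50, where 100 means six control SD above control mean; inconclusive means lowest score under 50 but half or more replicates reach 50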;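 further: yeast exposed to compound for 9 h at 30 °C; higher score means more reporter readthrough which indicates perturbed polyadenylation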
* hit, by the source's call; i = inactive; u = inconclusive; x = no result given. Some of the compounds tested, so the mix of outcomes need not match the whole.

SMILES	RGS4 pot	KCNQ1 inh	HDAC3 inhib	KCNK9 inh	KCNQ1 act	Dyrk1A ADPGlo	GSK3 alpha inh	GSK3beta inhib	KCNK3 block	hERG protect	PolyA inhibitor
COc1cc2c(cc1NC(=O)C(C)NCc1ccccc1)oc1ccccc12 (centres undefined)	i	i	-3	i	i	-4	0	2	i	-11	i
CC(C)(CO)CNC(=O)CCc1nnc(C2(c3ccc(Cl)cc3)CCC2)o1	i	i	1	i	i	0	0	-2	i	-8	i
O=C(CSc1ccccc1)N1CCN(S(=O)(=O)c2cccs2)CC1	i	i	-7	i	i	-4	0	-4	i	-2	i
Cn1c(Cc2ccccc2)nnc1SCc1cc(=O)n2ccsc2n1	i	i	-2	i	i	-1	-1	3	i	2	i
Cc1ccc(S(=O)(=O)N2CCN(C(=O)C3=COCCO3)CC2)cc1C	i	i	-7	i	i	0	-2	5	i	0	i
CCn1cc(S(=O)(=O)N2CCN(c3ccc(Cl)cc3)CC2)cn1	i	i	-2	i	i	-6	3	-2	i	-9	i
Cc1cc(=O)[nH]c(SCC(=O)NCC2CCCCC2)c1C#N	i	i	-13	i	i	1	-1	1	i	-13	x
Cc1nc2cc(NC(=O)N3c4ccccc4CC3C)ccc2o1 (centres undefined)	i	i	-5	i	i	6	2	0	i	-2	i
Cc1ccc(OCc2cc(C(=O)NCC3COCCO3)no2)cc1C (centres undefined)	i	i	2	i	i	x	-2	0	i	-9	i
COc1cccc(NC(=O)COC(=O)c2cccnc2)c1	i	i	-4	i	i	2	-6	2	i	-20	i
COC(=O)N[C@H](CC(C)=O)c1ccccc1	i	i	-4	i	i	x	-3	2	x	-7	i
CC1=NOC(=O)/C1=C\c1ccc(-c2ccc(Cl)c(C(=O)O)c2)o1	i	i	x	i	i	-3	x	3	i	-10	i
COn1c(SC2CCCCC2)nc2ccccc2c1=O	i	i	5	i	i	x	0	1	i	-6	i
COCCn1c(SCC(=O)NCc2ccccc2)nc2ccccc21	i	i	1	i	i	-2	-1	3	i	-5	i
CCOc1ccc(CCNC(=O)COC(=O)/C=C/c2ccc(OC(F)F)c(OC)c2)cc1OCC	i	i	-3	i	i	-5	-3	5	i	-14	i
O=C(C1=C(O)C(=O)N(c2ccccc2)C1c1ccc([N+](=O)[O-])cc1)c1cccs1 (centres undefined)	i	i	9	i	i	-5	-2	0	i	-8	i
COc1cccc(OCC(=O)N(C)Cc2nc(-c3ccccc3)no2)c1	i	i	1	i	i	-4	-2	-2	i	-4	i
O=[N+]([O-])c1cc(S(=O)(=O)NCCN2CCOCC2)ccc1Sc1nnnn1-c1ccccc1	i	i	0	i	i	0	0	3	i	-8	i
Cc1ccc(S(=O)(=O)c2n[nH]n3c2nc(=O)c2ccccc23)cc1	i	i	-10	i	i	7	-8	3	i	8.6*	i
Cc1[nH]nc2c1C1(CCC(c3ccccc3)CC1)C(C#N)=C(N)O2 (centres undefined)	i	i	-6	i	i	-1	12	-9	i	-3	i
O=C(O)c1ccc2c(c1)C(=O)N(Cc1ccccc1)C2=O	i	i	u	i	i	8	-5	3	i	-6	i
C=CCNC(=O)c1ccccc1NC(=O)c1ccccc1	i	i	2	i	i	-5	0	1	i	-4	i
CCCN1CCN(C(=O)Nc2ccc(C(=O)OCC)cc2)CC1	i	i	3	i	i	23	-1	4	i	-12	i
CS(=O)(=O)Cc1cc(Sc2ccccc2)nc(-c2ccncc2)n1	i	i	-7	i	i	23	3	-4	i	-10	i
Cc1nnc(NC(=O)CSc2ccc3nnc(-c4cccnc4)n3n2)s1	i	i	-5	i	i	x	-10	1	x	-4	i
COc1ccc(C(=O)NCc2cc(C(C)C)no2)cc1OC1CCN(C(C)C)CC1	i	i	3	i	i	5	-4	1	i	-4	i
Cc1ccc(S(=O)(=O)N(C)c2cc(S(N)(=O)=O)c(C)cc2C)cc1	i	i	2	i	i	-1	0	-1	i	-15	x
C(=N\N(c1ccccc1)c1ccccc1)/c1ccc(N2CCOCC2)s1	i	i	-2	i	i	1	-3	1	i	-10	i
CC1(C)C(=O)Nc2ccccc2N1C(=O)Cn1ncc(Cl)c(Cl)c1=O	i	i	x	i	i	3	1	1	i	-14	i
CSc1n[nH]c(NC(C)=O)n1	i	i	3	i	i	-3	x	-3	i	-9	i
COc1cc(CC(=O)OCc2ccccc2F)cc(OC)c1OC	i	i	0	i	i	-1	-1	2	i	-10	i
COc1cc(OC)c(OC)cc1CNc1cc(C)ccc1OC	i	i	6	i	i	2	-4	-4	i	-7	i
O=C(CSc1nnc(-c2cccs2)o1)c1cccs1	i	i	-1	i	i	10	-2	4	i	-3	i
Cn1cc(S(=O)(=O)N2CCc3ccccc32)cc1C(=O)NC1CCCCC1	i	i	-10	i	i	1	-1	0	i	-9	i
Cc1ccc(NC(=O)CCNS(=O)(=O)c2ccc3c(c2)CCC(=O)N3)cc1F	i	i	2	i	i	1	2	-4	i	0	i
CCC(C)NS(=O)(=O)c1ccc(N)cc1 (centres undefined)	i	i	5	i	i	1	-3	2	i	-3	i
COc1ccc(OC)c(NC(=O)CSc2nc(N3CCOCC3)nc(N3CCOCC3)n2)c1	i	i	5	i	i	2	-4	0	i	-10	i
Cc1cc(NC(=O)c2ccccc2)ncc1NC(=O)c1cccs1	i	i	0	i	i	-5	7	-5	i	-8	i
CC1(C)CC(C(N)=S)CCO1 (centres undefined)	i	i	4	i	i	-5	1	-1	i	-4	i
O=C(O)CSc1nnc(-c2ccccc2Br)n1-c1cccc(C(F)(F)F)c1	i	i	2	i	i	-2	-4	2	i	-18	i
Cc1cccc2cc(CN(CC3CCCO3)C(=O)c3cccs3)c(=O)[nH]c12 (centres undefined)	i	i	5	i	i	1	-3	-2	i	-6	i
COc1ccc(C(=S)N2CCNCC2)cc1	i	i	-4	i	i	-7	3	3	i	-6	i
CC(=O)c1ccc(NC(=S)NCc2cccnc2)cc1	i	i	2	i	i	1	2	0	i	2	i
O=C(O)Cn1c2ccccc2c2n[nH]c(=S)nc21	i	i	13	i	i	15	-1	-6	i	0	i
Cc1cc(S(=O)(=O)NC(C)C)ccc1OCC(=O)NCc1ccccc1	i	i	-5	i	i	-3	-4	-2	i	-1	i
Cc1cc(C(F)(F)F)nc(CCNC(=O)C2CCC(=O)N(Cc3cccc(F)c3)C2)n1 (centres undefined)	i	i	2	i	i	-2	-3	2	i	-5	i
CCCCCC(=O)NN=C1CCN(Cc2ccccc2)CC1	i	i	-2	i	i	-2	-4	4	i	-8	x
COc1ccccc1C1CC(=O)NC(SCC(=O)Nc2ccccc2)=C1C#N (centres undefined)	i	i	x	i	i	2	x	-1	i	-7	i
COc1cc2c(cc1O)CCN(C(=O)c1ccco1)C2C (centres undefined)	i	i	-2	i	i	-3	0	4	i	-9	i
COc1cc(C(=O)NCC(c2ccco2)N2CCOCC2)cc(OC)c1OC (centres undefined)	i	i	5	i	i	11	0	-3	i	-16	i
Cc1c(S(=O)(=O)Nc2cccc3ccccc23)c(=O)n(C)c(=O)n1C	i	i	-2	i	i	12	-2	6	i	-12	i
CCc1ccccc1NC(=S)N(CCN(C)C)C(C)c1ccco1 (centres undefined)	i	i	3	i	i	-2	-2	1	i	-5	i
CCCn1cc([C@@H]2C[C@H]3CN(Cc4cccc(Cl)c4)C(=O)[C@]34CCCN24)c(C)n1	i	i	x	i	i	8	-2	3	i	-6	i
COc1ccc(N2CCN(C(=O)c3ccc4[nH]c(C)c(C)c4c3)CC2)cc1	i	i	4	i	i	4	-8	-1	i	-6	i
Cc1occc1C(=O)NC(C)C1CCCO1 (centres undefined)	i	i	1	i	i	-7	-2	0	i	-9	i
Cc1cccc(N2CCN(C(=O)Cn3sc4nc(C)cc(C)c4c3=O)CC2C)c1 (centres undefined)	i	i	-5	i	14*	5	0	2	i	-8	i
COC(=O)CSc1[nH]c(=O)cc(C)c1C#N	i	i	3	i	i	5	11	5	i	-7	i
Cc1ccccc1N(CC(=O)NC(C)(C)C)C(=O)CCC(=O)Nc1nccs1	i	i	3	i	i	x	1	4	i	-2	i
Cc1nnc(SCc2ccc3c(c2)OCO3)s1	i	i	0	i	i	5	-3	1	i	-16	i
COc1ccc(CNC(=O)CN(C(=O)CCC(=O)Nc2nccs2)c2ccc(C)cc2)cc1	i	i	-1	i	i	-2	-2	1	i	-4	i

(list continues)
SMILES	RGS4 pot	KCNQ1 inh	HDAC3 inhib	KCNK9 inh	KCNQ1 act	Dyrk1A ADPGlo	GSK3 alpha inh	GSK3beta inhib	KCNK3 block	hERG protect	PolyA inhibitor
COc1ccccc1/C=C1\SC(=S)N(CCC(=O)N2CCCCC2CCO)C1=O (centres undefined)	i	i	11	i	i	0	-6	0	i	-10	i
O=C(COc1ccc2c3c(c(=O)oc2c1)CCC3)NCc1ccncc1	i	i	-13	i	i	-2	-1	-1	i	-13	i
CN(C)S(=O)(=O)NC(c1ccccc1)c1ccccc1	i	i	-2	i	i	-14	-1	-1	i	-25	i
CCOc1ccc2c(c1)n(CO)c(=S)n2CO	i	i	0	i	i	x	6	-1	i	-12	x
CNC(=O)C1=C(C)n2c(nc3ccccc32)NC1c1ccc(OC)cc1 (centres undefined)	i	i	-3	i	i	13	2	0	i	-9	i
S=C(NCc1cccnc1)Nc1cccc(Cl)c1	i	i	-4	i	i	2	4	2	i	-6	i
O=C(CSCc1ccc(Cl)cc1)Nc1ccc(S(=O)(=O)N2CCOCC2)cc1	i	i	0	i	i	-6	1	6	i	-2	i
COc1ccc(CC(=O)Nc2ccc3c(c2)CCC3)cc1	i	i	5	i	i	-6	-3	1	i	-7	i

Single records, from the list above.
CC(C)(CO)CNC(=O)CCc1nnc(C2(c3ccc(Cl)cc3)CCC2)o1 is entered as RGS4 pot: i; KCNQ1 inh: i; HDAC3 inhib: 1; KCNK9 inh: i; KCNQ1 act: i; Dyrk1A ADPGlo: 0; GSK3 alpha inh: 0; GSK3beta inhib: -2; KCNK3 block: i; hERG protect: -8; PolyA inhibitor: i
COn1c(SC2CCCCC2)nc2ccccc2c1=O is entered as RGS4 pot: i; KCNQ1 inh: i; HDAC3 inhib: 5; KCNK9 inh: i; KCNQ1 act: i; Dyrk1A ADPGlo: x; GSK3 alpha inh: 0; GSK3beta inhib: 1; KCNK3 block: i; hERG protect: -6; PolyA inhibitor: i

Source: PubChem (several laboratories)
